Mtb BioA inh = BioA (M. tuberculosis) enzyme inhibition | 360,000 compounds, 0.096% hits | AID 602481 | purified M. tuberculosis BioA enzyme, plate reader | inhibition, % at 9.99 µM; in the data active = inhibition above about 40%
Starred values were filed as active, the others as inactive. The list is partial (hit frequency here may not be typical).

molecule	Mtb BioA inh
CN(C)c1ccc2c(c1)[C@@H]1C[C@H](CC(=O)NCc3ccc(Cl)cc3)O[C@H](CO)[C@@H]1O2	-0.2
C[C@H](CO)N1C[C@H](C)[C@@H](CN(C)C(=O)c2ccc(F)cc2)Oc2cc(C3=CCCCC3)ccc2S1(=O)=O	0.8
CCC(=O)N1[C@@H]2Cn3c(ccc(-c4ccccc4)c3=O)[C@H]1[C@@H](C(=O)N1CCN(C)CC1)[C@@H]2CO	-0.5
COCC(=O)Nc1ccc2c(c1)C(=O)N(C)C[C@@H](OC)[C@H](C)CN(C(=O)Nc1ccccc1F)[C@H](C)CO2	1.6
C[C@H]1CN([C@@H](C)CO)S(=O)(=O)c2ccc(C#Cc3cccnc3)cc2O[C@@H]1CN(C)CC1CCOCC1	1.1
COCC(=O)N(C)C[C@@H]1Oc2ncc(C3=CCCC3)cc2C(=O)N([C@@H](C)CO)C[C@@H]1C	0.7
CCC(=O)N(C)C[C@@H]1[C@@H](c2ccc(-c3ccccc3F)cc2)[C@H](CO)N1C(C)=O	2.5
CCNC(=O)Nc1ccc2c(c1)C(=O)N(C)[C@H]1CC[C@@H](CC(=O)N[C@@H](C)c3ccccc3)O[C@@H]1CO2	-3.8
C[C@@H]1CN([C@H](C)CO)C(=O)c2cc(NC(=O)CCCN(C)C)ccc2O[C@H]1CN(C)Cc1ccc(Oc2ccccc2)cc1	1.5
CCCNC(=O)N(C)C[C@H]1Oc2cc(C#Cc3cccc(F)c3)ccc2S(=O)(=O)N([C@H](C)CO)C[C@@H]1C	-0.6
CS(=O)(=O)N1CCCCN2[C@H](CO)[C@@H](c3ccc(C#Cc4ccccn4)cc3)[C@@H]2C1	-1.8
C[C@H](CO)N1C[C@H](C)[C@@H](CN(C)Cc2cncnc2)Oc2ncc(-c3ccc(C#N)cc3)cc2C1=O	-1.8
CC(C)NC(=O)Nc1ccc2c(c1)C(=O)N([C@H](C)CO)C[C@@H](C)[C@@H](CN(C)Cc1ccc(C(=O)Nc3ccccc3N)cc1)O2	-2.2
CC(C)CC#Cc1ccc2c(c1)O[C@H](CN(C)C(=O)Cc1ccccc1)[C@@H](C)CN([C@@H](C)CO)S2(=O)=O	-0.7
CC(C)NC(=O)N[C@@H]1C=C[C@H](CC(=O)NC2Cc3ccccc3C2)O[C@H]1CO	-0.3
CN(C)CCCNC(=O)C[C@@H]1CC[C@H](NC(=O)Cc2cccnc2)[C@H](CO)O1	-0.3
C[C@H]1CN([C@@H](C)CO)C(=O)c2cc(NS(=O)(=O)c3cn(C)cn3)ccc2O[C@H]1CN(C)Cc1ccc(C(=O)O)cc1	-0.8
CS(=O)(=O)Nc1ccc2c(c1)[C@@H]1C[C@@H](CC(=O)NCc3cc(F)ccc3F)O[C@H](CO)[C@@H]1O2	0.9
Cc1ccc(S(=O)(=O)N2CC[C@@H]3[C@H]2c2cc(C#Cc4ccccc4F)ccc2N[C@@H]3CO)cc1	-1.9
Cc1cccc(S(=O)(=O)N2CCCCN3[C@H](CO)[C@@H](c4ccc(C#C[C@@H](C)O)cc4)[C@H]3C2)c1	-1.5
COCC(=O)N(C)C[C@H]1Oc2cc(-c3ccncc3)ccc2S(=O)(=O)N([C@@H](C)CO)C[C@@H]1C	-3.1
C[C@@H]1CN([C@@H](C)CO)C(=O)Cc2cc(NC(=O)CCCCCC(=O)Nc3ccccc3N)ccc2O[C@@H]1CN(C)CC1CCCCC1	-1.3
C[C@@H]1CCCCO[C@@H](CN(C)S(C)(=O)=O)[C@H](C)CN([C@@H](C)CO)C(=O)c2cc(NC(=O)Nc3ccccc3)ccc2O1	1.3
C[C@H]1CN([C@@H](C)CO)C(=O)c2cc(NC(=O)C3CC3)ccc2O[C@@H]1CN(C)C(=O)Nc1ccc(F)cc1	1.3
O=C(C[C@@H]1C[C@@H]2c3cc(NC(=O)C4CCC4)ccc3O[C@@H]2[C@@H](CO)O1)NCc1cccnc1	-0.7
O=S(=O)(c1ccc2ccccc2c1)N1CCN(Cc2cccc(OCCO)c2)CC1	1.3
Cc1noc(C)c1NC(=O)Nc1ccc2c(c1)CC(=O)N([C@@H](C)CO)C[C@@H](C)[C@@H](CN(C)CC1CCCCC1)O2	2.5
COc1ccccc1S(=O)(=O)N(C)C[C@@H]1OCc2cn(nn2)CCCC(=O)N([C@H](C)CO)C[C@@H]1C	0.2
CCN(C[C@H]1N[C@H](CO)[C@@H]1c1ccc(C2=CCCC2)cc1)C(=O)c1ccncc1	-4.3
CO[C@@H]1CN(C)C(=O)c2ccc(NC(=O)NC(C)C)cc2OC[C@@H](C)N(Cc2ccccc2)C[C@@H]1C	3.8
COc1ccc(S(=O)(=O)N(C)C[C@@H]2Oc3ncc(-c4ccncc4)cc3C(=O)N([C@H](C)CO)C[C@H]2C)cc1	-1.4
COCC(=O)Nc1ccc2c(c1)[C@H]1C[C@H](CC(=O)NCc3cccnc3)O[C@@H](CO)[C@H]1O2	-0.6
O=C(c1ccccc1F)N1C[C@@H]2[C@H](c3ccccc31)[C@@H](CO)N2C(=O)c1cccnc1	4.0
COCCNC(=O)C[C@@H]1CC[C@@H](NS(=O)(=O)c2ccc(C)cc2)[C@@H](CO)O1	-1.9
Cc1ccc(S(=O)(=O)Nc2ccc3c(c2)C(=O)N([C@H](C)CO)C[C@H](C)[C@H](CN(C)C(=O)NC2CCCCC2)O3)cc1	-0.1
C[C@H]1CN([C@@H](C)CO)C(=O)c2cc(NC(=O)Cc3ccccc3)ccc2O[C@@H]1CN(C)C(=O)Nc1cccc2ccccc12	-4.8
C[C@H](CO)N1C[C@H](C)[C@H](CN(C)C(=O)C2CC2)Oc2cc(-c3ccccc3F)ccc2S1(=O)=O	-1.5
COc1ccc(CN(C)C[C@@H]2Oc3c(NS(=O)(=O)c4ccc(C)cc4)cccc3C(=O)N([C@@H](C)CO)C[C@H]2C)cc1	0.9
Cc1ccc(S(=O)(=O)Nc2cccc3c2O[C@H](CN(C)Cc2ccc(C(F)(F)F)cc2)[C@@H](C)CN([C@H](C)CO)C3=O)cc1	-0.4
COc1ccc(CN2[C@@H](CO)[C@@H]3c4ccccc4N(C(=O)Nc4ccccc4)C[C@@H]32)cc1	-0.2

2 entries drawn at random from those above:
molecule	Mtb BioA inh
CCCNC(=O)N(C)C[C@H]1Oc2cc(C#Cc3cccc(F)c3)ccc2S(=O)(=O)N([C@H](C)CO)C[C@@H]1C	-0.6
C[C@H](CO)N1C[C@H](C)[C@@H](CN(C)C(=O)c2ccc(F)cc2)Oc2cc(C3=CCCCC3)ccc2S1(=O)=O	0.8

Next section:
molecule	Mtb BioA inh
N#Cc1cccc(-c2ccc3c(c2)[C@H]2[C@H](CCN2S(=O)(=O)c2cccc(F)c2)[C@H](CO)N3)c1	16
CC(=O)N(C)C[C@H]1Oc2cc(C#Cc3ccncc3)ccc2S(=O)(=O)N([C@@H](C)CO)C[C@@H]1C	-0.6
O=S(=O)(c1ccccc1)N1C[C@H]2[C@@H](c3ccccc31)[C@@H](CO)N2Cc1ccccc1	-2.8
C[C@H]1CN([C@@H](C)CO)C(=O)c2cc(NS(=O)(=O)c3ccc(Cl)cc3)ccc2O[C@H]1CN(C)S(=O)(=O)c1cccs1	1.5
COc1ccc(-c2ccc3n(c2=O)C[C@H]2[C@H](CO)[C@@H](C(=O)N4CCCCC4)[C@@H]3N2C)cc1	0.7
C[C@@H]1CCCCO[C@H](CN(C)Cc2ccc(C(F)(F)F)cc2)[C@@H](C)CN([C@@H](C)CO)C(=O)c2cc(NC(=O)c3ccccc3)ccc2O1	-2.3
C[C@@H]1CN([C@H](C)CO)C(=O)Cc2cc(N(C)C)ccc2O[C@H]1CN(C)Cc1ccccc1	-0.6
CC(=O)N1[C@@H]2c3ccc(-c4ccc(F)cc4)c(=O)n3C[C@H]1[C@H](CO)[C@H]2C(=O)N(C)C	-0.6
O=C(C[C@@H]1C=C[C@H](NC(=O)CN2CCOCC2)[C@H](CO)O1)NC1CCC1	0.2
C[C@@H]1CN([C@@H](C)CO)C(=O)c2cc(NC(=O)Cn3cnnn3)ccc2O[C@H]1CN(C)Cc1ccccc1	4.8
CCCNC(=O)N1[C@H](CO)[C@@H](c2ccccc2)[C@H]1CNC(=O)c1cccc(F)c1	-8.6
C[C@@H]1CCCCO[C@@H](CN(C)S(=O)(=O)c2cccs2)[C@H](C)CN([C@@H](C)CO)C(=O)c2cc(NC(=O)c3ccncc3)ccc2O1	-0.1
Cc1cc(C(=O)Nc2cccc3c2O[C@@H](CN(C)Cc2ccc4c(c2)OCO4)[C@H](C)CN([C@H](C)CO)C3=O)n(C)n1	-0.4
CCCNC(=O)N[C@H]1CC[C@H](CC(=O)NC2CCC2)O[C@H]1CO	1.3
CCCNC(=O)C[C@H]1CC[C@H]2[C@@H](COC[C@H](O)CN2C(=O)Nc2c(C)noc2C)O1	-0.2
C[C@@H]1CCCCO[C@H](CN(C)Cc2ccc(C(F)(F)F)cc2)[C@H](C)CN([C@H](C)CO)C(=O)c2cc(NS(=O)(=O)c3cccs3)ccc2O1	1.3
O=C(C[C@H]1C=C[C@@H](NC(=O)CC2CC2)[C@@H](CO)O1)NCC(F)(F)F	-0.7
O=C(Cc1ccccn1)NCC[C@@H]1CC[C@@H](NS(=O)(=O)c2ccc(Cl)cc2)[C@H](CO)O1	-1.7
C[C@H]1CCCCO[C@H](CN(C)C(=O)Nc2ccc(F)cc2)[C@@H](C)CN([C@@H](C)CO)C(=O)c2cc(NC(=O)c3ccncc3)ccc2O1	-0.4
COCC#Cc1ccc2c(c1)O[C@H](CN(C)Cc1ccncc1)[C@H](C)CN([C@H](C)CO)S2(=O)=O	-1.0

Among those listed so far, 4 have a CF3 group:
molecule	Mtb BioA inh
Cc1ccc(S(=O)(=O)Nc2cccc3c2O[C@H](CN(C)Cc2ccc(C(F)(F)F)cc2)[C@@H](C)CN([C@H](C)CO)C3=O)cc1	-0.4
C[C@@H]1CCCCO[C@H](CN(C)Cc2ccc(C(F)(F)F)cc2)[C@@H](C)CN([C@@H](C)CO)C(=O)c2cc(NC(=O)c3ccccc3)ccc2O1	-2.3
C[C@@H]1CCCCO[C@H](CN(C)Cc2ccc(C(F)(F)F)cc2)[C@H](C)CN([C@H](C)CO)C(=O)c2cc(NS(=O)(=O)c3cccs3)ccc2O1	1.3
O=C(C[C@H]1C=C[C@@H](NC(=O)CC2CC2)[C@@H](CO)O1)NCC(F)(F)F	-0.7

Following part:
molecule	Mtb BioA inh
COCCNC(=O)C[C@@H]1C=C[C@@H](NC(=O)NC2CCCCC2)[C@@H](CO)O1	5.2
CC(C)NC(=O)N(C)C[C@H]1Oc2ccc(NC(=O)c3ccncc3)cc2CC(=O)N([C@H](C)CO)C[C@@H]1C	0.8
COc1ccccc1NC(=O)N[C@H]1CC[C@H](CC(=O)N2CCC(Cc3ccccc3)CC2)O[C@@H]1CO	-0.6
C[C@@H]1CN([C@H](C)CO)C(=O)c2cc(NC(=O)Nc3ccccc3)ccc2O[C@H]1CN(C)C(=O)NC1CCCCC1	0.8
Cc1noc(C)c1NC(=O)N(C)C[C@H]1Oc2ccc(NS(=O)(=O)c3c(C)noc3C)cc2CC(=O)N([C@@H](C)CO)C[C@H]1C	-1.0
CO[C@@H]1CN(C)C(=O)c2cc(NS(=O)(=O)c3ccc(C)cc3)ccc2OC[C@H](C)N(C(=O)NC(C)C)C[C@H]1C	1.6
CCNC(=O)C[C@@H]1CC[C@@H]2[C@H](COC[C@@H](O)CN2C(=O)CC)O1	0.1
COCC(=O)Nc1ccc2c(c1)[C@H]1C[C@H](CC(=O)NCC3CC3)O[C@@H](CO)[C@H]1O2	-1.4
COc1ccc(CNC(=O)C[C@@H]2CC[C@H]3[C@H](COc4ccc(NC(=O)C(C)C)cc4C(=O)N3C)O2)cc1	-1.0
O=C(C[C@H]1CC[C@@H](NC(=O)C2CCC2)[C@H](CO)O1)NCc1ccccc1Cl	1.5
COc1ccc(NC(=O)Nc2ccc3c(c2)CC(=O)N([C@@H](C)CO)C[C@H](C)[C@@H](CN(C)S(=O)(=O)c2cccs2)O3)cc1	0.6
CC(=O)N(C)C[C@@H]1Oc2ncc(-c3ccc(C#N)cc3)cc2C(=O)N([C@@H](C)CO)C[C@H]1C	-1.3
COc1ccc(NC(=O)N2C[C@H](O)COC[C@H]3O[C@H](CC(=O)N4CCOCC4)CC[C@@H]32)cc1	0.2
CCC(=O)Nc1ccc2c(c1)OC[C@@H](C)N(C(=O)CN1CCOCC1)C[C@H](C)[C@@H](OC)CN(C)C2=O	0.5
C[C@@H]1CN([C@@H](C)CO)C(=O)c2cccc(NC(=O)c3cnccn3)c2O[C@@H]1CN(C)Cc1ccc(C(F)(F)F)cc1	1.3
C[C@@H]1CN([C@H](C)CO)C(=O)c2cc(NC(=O)Nc3ccc(F)cc3)ccc2O[C@H]1CN(C)C(=O)Nc1ccccc1	-1.4
C[C@@H]1CN([C@H](C)CO)C(=O)c2cc(NS(=O)(=O)c3ccc(Cl)cc3)ccc2O[C@@H]1CN(C)S(=O)(=O)c1cn(C)cn1	-2.2
C[C@@H]1CCCCO[C@H](CN(C)C(=O)Nc2ccccc2)[C@H](C)CN([C@@H](C)CO)C(=O)c2cc(NC(=O)C3CCCCC3)ccc2O1	-1.3
Cc1ccc(S(=O)(=O)Nc2ccc3c(c2)C(=O)N([C@H](C)CO)C[C@H](C)[C@H](CN(C)S(=O)(=O)c2ccccc2)O3)cc1	-3.0
O=C(C1CCCC1)N1CCCCN2[C@@H](CO)[C@H](c3ccc(C#CC4(O)CCCC4)cc3)[C@@H]2C1	-2.8
CC(C)(C)[S@@](=O)N1Cc2cc(C(=O)N3CCCCC3)nc(-c3cccc(-c4ccc(F)cc4)c3)c2[C@H]1CCO	-2.1
CC(C)NC(=O)Nc1cccc2c1O[C@H](CN(C)C(=O)NC1CCCCC1)[C@@H](C)CN([C@@H](C)CO)C2=O	1.1
CCC(=O)N1C[C@H](C)[C@H](OC)CN(C)C(=O)c2ccc(NC(=O)C3CC3)cc2OC[C@H]1C	1.5

Screening data deposited in PubChem by Broad Institute.
